From PubChem BioAssay
SENP8 block-1 – blocks human SENP8 cleavage of Nedd8 substrate | recombinant SENP8, Nedd8 substrate fluorescence | AID 602440 | actives 0.64% (n = 360,000) | inhibition, % at 20 µM | Q96LD8; in the data active means inhibition mostly above about 40%, no sharp cut-off; inactive means mostly below about 27%
Target sequence (Q96LD8 whole entry, looked up): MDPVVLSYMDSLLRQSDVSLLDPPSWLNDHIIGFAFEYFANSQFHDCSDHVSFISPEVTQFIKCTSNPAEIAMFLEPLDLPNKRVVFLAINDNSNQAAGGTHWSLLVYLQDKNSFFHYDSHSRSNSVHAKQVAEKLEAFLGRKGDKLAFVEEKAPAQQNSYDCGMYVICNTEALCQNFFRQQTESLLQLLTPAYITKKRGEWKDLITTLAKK
beta cell repl – inducers of beta-cell replication in MIN6 cells; MIN6 cells proliferation, ATPlite luminescence, 48 h; cells starved in 0.2% serum; 100% = growth in 10% serum; proliferation, % at 10 µM; actives 0.29% (n = 330,000); AID 2380;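 active means compounds whose signal lies at least 3.5 SD above the mean of all wells on their plate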;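 further: 0% = DMSO-treated cells in low-serum medium and 100% = 10% serum control; some compounds called inactive have numbers as strong as hits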
SENP6 inh – blocks the human protease SENP6; Recombinant SENP6 catalytic domain, aminoluciferin luminescence; inhibition, % at 10 µM; actives 1.8% (n = 330,000); AID 2599;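 active means inhibition above about 50% at the single tested dose, limit read from the data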;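 further: plate controls were DMSO wells with enzyme for no effect and DMSO wells lacking enzyme for full effect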
PfG6PD inh – PfG6PD (Plasmodium falciparum) enzyme inhibition; PfGluPho enzyme, NADPH resazurin-diaphorase fluorescence; inhibition, % at 20 µM; actives 0.78% (n = 350,000); AID 504690;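 active means inhibition reaching at least a set limit at 20 µM in the primary screen, cut at about 59% in these data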;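 further: 0% = DMSO wells with substrate and 100% = DMSO wells lacking glucose-6-phosphate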
SENP8 block-2 – inhibitors of human SENP8 protease; Q96LD8; purified SENP8, Z-RLRGG-aminoluciferin cleavage, luminescence; inhibition, % at 10 µM; actives 1.2% (n = 330,000); AID 2540; in the data active means inhibition above about 50%
HKDC1 inhibitor – HKDC1 (human) hexokinase inhibition; Q2TB90; recombinant HKDC1, G6PDH/diaphorase resazurin coupled fluorescence; inhibition, % at 20 µM; actives 0.16% (n = 340,000); AID 493160;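 active means inhibition above about 35% when tested at 20 µM, limit read from the data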;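 further: plate controls were DMSO wells with enzyme for no effect and DMSO wells lacking enzyme for full effect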
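Test system: recombinant HKDC1 (HK5) hexokinase enzyme, produced in-house; Amount: enzyme 5 µg/mL final; Buffer or medium: Tris pH 8.0 buffer with MgCl2, Tween-20, BSA, BME; Reagent: glucose and ATP substrates; Doses: 20 µM test compound, 1% DMSO; Incubation: 90 min reaction incubation at room temperature, dark; Detection: resorufin fluorescence at 613 nm.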
SENP7 block – blocks the human protease SENP7 | recombinant SENP7, Z-RLRGG-aminoluciferin luminescence, 40 min | inhibition, % at 5 µM | actives 1.5% (n = 330,000) | AID 434973;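 active means inhibition above about 50% at the single test dose, limit read from the data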;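 further: plate controls were DMSO with enzyme for no effect and no enzyme buffer wells for full effect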
Target sequence (Q9BQF6 706-1050 limits assumed): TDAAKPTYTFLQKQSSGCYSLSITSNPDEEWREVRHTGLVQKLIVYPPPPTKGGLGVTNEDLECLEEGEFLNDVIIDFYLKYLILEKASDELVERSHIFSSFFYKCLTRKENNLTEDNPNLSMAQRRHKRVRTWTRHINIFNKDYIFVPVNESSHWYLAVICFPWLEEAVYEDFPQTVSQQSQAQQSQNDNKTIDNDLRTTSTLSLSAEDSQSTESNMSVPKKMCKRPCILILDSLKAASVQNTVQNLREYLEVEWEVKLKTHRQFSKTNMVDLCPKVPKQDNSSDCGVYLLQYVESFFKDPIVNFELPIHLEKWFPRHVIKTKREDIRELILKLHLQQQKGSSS
SENP1 inh – SENP1 (human) catalytic domain inhibition; actives 0.21% (n = 360,000); inhibition, % at 10 µM; recombinant SENP1 catalytic domain, CyPet-SUMO1-YPet FRET cleavage; Q9P0U3;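 active means inhibition at least 30% at 10 µM, raw YFP signal under a set limit, fluorescence ratio 0.5 to 1.5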;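 further: 0% = enzyme with DMSO and 100% = no enzyme wells; some results filed as inactive read as strong as hits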
Target sequence (Q9P0U3 419-644 limits assumed): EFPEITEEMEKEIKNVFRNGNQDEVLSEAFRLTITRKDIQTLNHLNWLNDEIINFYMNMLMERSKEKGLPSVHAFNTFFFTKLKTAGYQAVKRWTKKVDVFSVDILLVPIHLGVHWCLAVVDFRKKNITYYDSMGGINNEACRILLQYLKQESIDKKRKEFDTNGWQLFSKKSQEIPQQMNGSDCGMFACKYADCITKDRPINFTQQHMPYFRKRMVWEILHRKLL
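Test system: human SENP1 catalytic domain; medium: Tris pH 8 buffer plus EDTA, NaCl, BME, BSA, NP40, catalase; incubation: 50 min reaction at room temperature; technique: FRET, CFP and YFP emission; controls: no-enzyme low control and enzyme-plus-DMSO high control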
UBC13 inh – inhibitors of human UBC13 polyubiquitin chain formation. inhibition, % at 20 µM. TR-FRET. actives 0.47% (n = 330,000). P61088. AID 485273; in the data active means inhibition above about 45%, passing the limit was not always enough; inconclusive means no clear call, values can overlap the other calls
Target sequence (P61088 whole entry, looked up): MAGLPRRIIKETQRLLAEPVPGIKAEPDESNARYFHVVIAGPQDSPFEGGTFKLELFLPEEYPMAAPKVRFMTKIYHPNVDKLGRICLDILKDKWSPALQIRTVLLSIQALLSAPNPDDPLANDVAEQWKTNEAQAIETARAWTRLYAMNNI
The depositor's hits bear a star; ? = inconclusive; . = not tested or not shown.

SMILES	SENP8 block-1	beta cell repl	SENP6 inh	PfG6PD inh	SENP8 block-2	HKDC1 inhibitor	SENP7 block	SENP1 inh	UBC13 inh
COc1ccc(N(CC(=O)Nc2ccc(F)c(Cl)c2)S(=O)(=O)c2c(C)noc2C)cc1	24.8	-5.5	9.4	14.8	-2.6	3.1	2.1	1.3	2.3
CC1=NN(C(=O)Cc2ccccc2)C(O)(c2ccccc2)C1 (stereo not drawn)	18.1	2.0	10.1	-17.8	-0.6	-0.9	-0.8	1.8	0.7
CCN(C(C)=O)c1cnc(C=NNC(N)=S)c2ccccc12	-48.5	.	.	34.2	.	-16.5	.	-0.5	.
C=CCC[C@H](Cc1ccc(F)cc1)C(=O)OC[C@@H](Cc1c[nH]c2ccccc12)NC(=O)[C@H](CC=C)CC(=O)N[C@H](CO)Cc1ccccc1	1.6	-4.9	-2.0	12.8	4.3	-3.1	1.3	0.0	7.1
O=C(NNc1ccccc1Cl)C(O)(c1cccc(C(F)(F)F)c1)c1cccc(C(F)(F)F)c1	6.3	-2.8	-1.1	20.4	-0.8	-0.1	2.0	1.6	-6.1
CCOC(=O)c1c(C)c(C(=O)NCCCOC)c(C)n1C	7.5	-0.6	3.8	-17.5	-0.9	-6.8	-4.6	-3.8	6.5
COc1ccccc1NC(=O)N1CCCC1C(=O)Nc1ccc(NC(C)=O)cc1 (stereo not drawn)	4.2	-0.2	-7.4	-4.1	0.2	-5.6	-10.6	0.4	-3.9
O=C(NCc1ccccc1Cl)C1CCC(=O)N(CCCN2CCCC2=O)C1 (stereo not drawn)	11.8	-3.5	3.9	-5.1	5.5	-1.7	-1.6	-0.3	-4.1
CCN=C(NCC)SC1CC(=O)N(c2cccc(OCC)c2)C1=O (stereo not drawn)	26.3	-1.6	-16.4	-10.7	0.4	-9.0	4.4	1.2	5.3
COc1ccc(NC(=O)C2CC(=O)N(Cc3ccc(C)cc3)C2)cc1S(=O)(=O)N1CCCCC1 (stereo not drawn)	18.0	0.3	-11.0	-17.2	4.3	8.4	-1.5	1.1	0.2
Cc1nc(-c2ccc(Cl)cc2)sc1C1(C)CC(c2ccncc2)=NO1 (stereo not drawn)	-22.9	-4.6	-4.9	12.9	-9.3	1.2	-1.1	-1.7	1.8
CC1(NC(=O)c2cc(-c3cccs3)nn2-c2ccccc2)CCS(=O)(=O)C1 (stereo not drawn)	4.8	0.8	-7.3	13.4	0.2	-3.2	-3.3	1.0	1.5

Retrieved by compound from above (2):
SMILES	SENP8 block-1	beta cell repl	SENP6 inh	PfG6PD inh	SENP8 block-2	HKDC1 inhibitor	SENP7 block	SENP1 inh	UBC13 inh
CCN(C(C)=O)c1cnc(C=NNC(N)=S)c2ccccc12	-48.5	.	.	34.2	.	-16.5	.	-0.5	.
O=C(NNc1ccccc1Cl)C(O)(c1cccc(C(F)(F)F)c1)c1cccc(C(F)(F)F)c1	6.3	-2.8	-1.1	20.4	-0.8	-0.1	2.0	1.6	-6.1

Additional entries follow:
SMILES	SENP8 block-1	beta cell repl	SENP6 inh	PfG6PD inh	SENP8 block-2	HKDC1 inhibitor	SENP7 block	SENP1 inh	UBC13 inh
CCCCSc1n[nH]c(N)n1	10.9	1.2	-14.7	-8.7	-9.1	-7.9	-4.7	1.5	-0.1
CC(C)(C)C(=O)Nc1ccc(NC(=O)c2ccco2)nc1	7.5	-3.7	1.2	0.8	-6.0	-5.9	3.0	1.3	-3.0
Cc1ccc(S(=O)(=O)N2CCN(C(=O)COC(=O)c3ccc([N+](=O)[O-])o3)CC2)c(C)c1	37.2	-6.7	10.7	39.0	13.3	2.7	15.3	2.1	-1.4
O=C(Nc1ccccc1N1CCOCC1)c1ccc(F)c(S(=O)(=O)N2CCOCC2)c1	13.8	0.7	-1.1	-4.3	-5.6	-2.9	2.3	1.5	-3.9
CN(C)C1=NC[C@H](Cc2ccccc2)N1CCCCc1ccccc1	12.8	-7.1	7.3	7.9	-8.4	4.0	-9.1	1.0	17.8
CC1CCN(c2ncccc2C(=O)O)CC1	-18.9	-2.3	-2.7	7.5	-4.3	-12.3	2.6	2.6	-5.9
Cc1ccc(NC(=O)CSc2nnc(-c3ccncc3)n2C)cc1S(=O)(=O)N1CCOCC1	5.9	-3.2	1.8	-20.1	3.6	-6.6	3.5	1.8	1.0
C=CCNC(=S)NNC(=O)C(CCC(C)C)CC(C)O (stereo not drawn)	26.4	-3.2	-5.6	-5.1	-2.4	-8.2	-2.2	4.1	4.7
Cc1cc(C)c(N(CC(=O)NC(C)(C)C)C(=O)CNC(=O)c2cccs2)c(C)c1	7.1	-0.5	4.0	-12.5	-8.0	-0.9	1.8	1.4	-3.2
CCOC(=O)Cn1c(=S)[nH]c2c(oc3ccc(Cl)cc32)c1=O	-42.7	-2.0	0.5	-17.8	3.7	2.1	2.6	3.3	?
Cn1ccs/c1=N\S(=O)(=O)c1ccc(Br)cc1	18.0	0.0	2.7	-6.7	-11.3	-0.1	-6.5	-0.7	-12.7
CCOC(=O)CNC(=O)CNC(=O)c1ccc(OC(C)C)cc1	9.8	-0.2	-33.5	3.5	-4.0	-4.5	-3.1	1.2	6.9
CC(C)(C)n1ncc2c(=O)n(Cc3c(Cl)cccc3Br)cnc21	12.3	-2.8	8.9	-3.0	-8.8	-2.6	-3.7	-0.6	14.9
CCCCCCN1C=CC(=C/C=C(\C#N)C(=O)OCC)C=C1	36.5*	-3.3	3.2	-2.9	-3.5	-4.3	2.9	-21.6	-349.9
NC(=O)Cn1c2[n+](c3ccccc31)CC(O)CS2 (stereo not drawn)	26.5	-3.8	3.7	-20.3	5.8	-6.2	10.9	1.8	-1.2
Cc1ccccc1C(=O)NCCNC(=O)c1ccco1	5.2	0.0	-4.5	-6.0	3.8	-2.8	-9.8	0.0	6.1
CCOc1ccccc1NC(=O)C(NCC1(N2CCCCC2)CCCCC1)c1ccccc1 (stereo not drawn)	12.1	-4.8	-21.7	-3.8	2.7	-4.4	0.4	2.9	17.0
O=C(NNC(=O)c1ccccc1F)c1ccc(-c2ccc(Cl)cc2)o1	-384.2	5.6	-12.3	-8.5	-10.6	3.2	7.3	0.8	-0.4
Cc1ccc(N2CC(C(=O)OCC(=O)C(C)(C)C)CC2=O)cc1C (stereo not drawn)	25.5	-0.6	-6.7	-16.5	0.3	4.1	2.3	-0.4	1.6
Cc1ccc(C(C#N)c2ccc(Cl)nn2)cc1 (stereo not drawn)	10.2	0.3	7.9	6.6	-13.2	-4.4	-8.4	3.2	-8.7
CC(=O)c1ccc(OCCOc2ccc([N+](=O)[O-])cc2)cc1	8.2	-1.1	6.5	7.0	-3.2	-3.9	-7.4	0.4	-2.2
Cc1ccccc1Nc1nc(N)nc(COC(=O)c2ccc(O)cc2)n1	1.0	-1.0	-18.7	-5.5	-3.3	-6.3	7.1	-3.1	6.9
Cc1cccc(NC(=S)N(Cc2ccc(Cl)cc2)Cc2ccc(C(=O)O)cc2)c1	4.2	-2.1	-8.4	5.5	-7.3	-7.0	-6.9	3.6	-25.1
c1ccc(-c2ccccc2OCCN2CCCC2)cc1	12.7	0.8	1.0	0.2	4.6	0.5	3.6	-1.3	4.3
Clc1ccc(Nc2ccc3ccccc3n2)cc1	-430.5	-3.9	89.2*	31.9	82.3*	4.2	89.6*	0.6	7.9
COc1ccc2nc(NC(=O)c3ccc(-c4cccc([N+](=O)[O-])c4)o3)sc2c1	.	-2.1	-1.5	.	1.9	.	-4.3	.	4.0
O=c1c2ccccc2nnn1-c1ccccc1	12.3	.	.	-12.3	.	4.5	.	3.5	.
Cc1cc(C(=O)NNC(=O)c2ccc(F)cc2)c(C)s1	7.6	0.1	-8.3	-7.1	10.5	-4.0	-3.6	-0.8	4.4
CSc1nc(N2CCOCC2)c2c(c1C#N)CC(C(C)C)OC2 (stereo not drawn)	-10.5	-1.0	-6.6	2.0	-4.2	-2.7	4.0	-1.8	28.1
COCCn1c(SCc2ccc(Cl)cc2)nc2c1c(=O)[nH]c(=O)n2C	12.4	-0.1	-21.2	5.4	-6.0	5.4	-9.7	0.5	-3.2
CCCC(C(=O)NC1CCCCC1)N(Cc1ccco1)C(=O)CNS(=O)(=O)c1ccccc1 (stereo not drawn)	16.4	-0.1	-9.1	-4.1	8.0	0.1	-1.7	1.3	-3.9
CC(=O)Oc1cc2c(cc1Cl)C(c1cccs1)CC1(CC(C)(C)NC(=S)N1)O2 (stereo not drawn)	-4.9	-5.5	-3.9	0.6	2.3	2.6	5.6	0.5	3.4
CC(=O)Nc1ccc(S(=O)(=O)NCCC(=O)OCC(=O)c2ccc(Br)cc2)cc1	-62.7	4.4	-6.1	-0.2	-6.1	-6.6	-3.8	-1.6	1.1
O=C(c1ccc(CS(=O)Cc2cccc(Cl)c2)o1)N1CCN(C2CCCCC2)CC1 (stereo not drawn)	17.4	1.8	-1.5	0.7	-3.5	-1.0	-4.2	-5.1	-4.6
COc1ccc(-c2[nH]ncc2CN2CCN(Cc3cccs3)CC2)cc1F	3.5	-1.3	-23.2	-6.2	-2.4	-1.4	-7.7	-3.3	11.1
COc1ccc(N=C2NC(=O)S/C2=C\c2ccc(N(C)C)cc2)cc1	22.2	-1.4	10.6	-4.7	-5.0	-3.8	1.7	-22.7	-219.7
Cc1cccc(-c2nc3ccccc3c(=O)n2NC(=O)c2cccs2)c1	15.2	0.0	-3.1	-16.9	0.9	-18.6	10.2	3.1	4.2
Cc1ccc(CN2CCN(/N=C/c3ccc(C(F)(F)F)cc3)CC2)cc1	14.4	-1.9	-3.0	28.2	-0.6	-6.3	-2.1	2.0	13.5
CCCCCCc1nc(C(N)=O)c2[nH]c(=O)n(-c3ccc(OC)cc3OC)c2n1	-18.5	-3.9	-6.7	12.3	-10.2	-1.1	1.0	2.1	5.1
CC(=O)C1C(=O)c2c(cccc2[N+](=O)[O-])C1=Nc1cccc(Cl)c1 (stereo not drawn)	31.0	-0.4	2.7	12.7	0.2	1.9	7.7	0.7	1.7
O=C(COC(=O)/C=C/c1ccc(OC(F)F)cc1)NC(=O)NC1CCCCC1	9.4	-4.3	4.5	17.7	-5.2	-5.6	-6.0	-0.6	4.0
CCOC(=O)C(=O)N/N=C/c1ccco1	18.2	-2.0	-8.5	-20.2	-4.6	-3.1	-7.6	1.0	-1.5
CC(C)(C)OC(=O)NCc1n[nH]c(=S)n1C1CC1	4.6	-1.0	-2.9	21.0	-11.3	-5.1	-12.0	1.3	-1.0
Cc1ccc2cc(CN(C(=O)c3ccco3)c3ccccc3C)c(=O)[nH]c2c1	-50.8	-4.7	5.0	-10.5	-0.6	-3.5	-1.2	-2.1	8.7
COc1cc2c(cc1NC(=O)COC(=O)C1CC(=O)N(Cc3ccco3)C1)oc1ccccc12 (stereo not drawn)	3.6	1.4	1.2	-4.3	4.4	1.0	2.4	0.2	1.2
CCCC(NC(=O)Cc1c(C)c2c(cc(C)c3c(C)coc32)oc1=O)C(=O)O (stereo not drawn)	-273.6	-1.7	-13.9	-0.2	2.6	9.1	1.3	2.9	1.9
c1ccc(COCC2CCNCC2)cc1	21.8	-0.5	2.4	-14.4	-4.5	-5.5	1.0	0.8	-2.6

This is a random part of the collection, and some 4% of all compounds hit somewhere here.
